Assay outcomes deposited in PubChem by several laboratories.
HTR5A ag – HTR5A agonists in luminescence cell assay, primary screen, counter-screen for OPRM1-OPRD1 heterodimer agonist project, full-deck HTS. 5-hydroxytryptamine receptor 5A (Homo sapiens), P47898. cell-based. activation, % at 9.3 µM. 340,000 tested, 0.61% active; in the data active = activation mostly above about 9.5%, no sharp cut-off; inactive = mostly below about 7.6%;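 also: 0% = cells with vehicle only and 100% = reference agonist; strong numbers were not always called active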
Wnt act – Wnt/beta-catenin pathway activators, primary screen, cell-based, plate reader, single point | Wnt/beta-catenin reporter cell assay, activator | activation, % at 9.35 µM | 300,000 tested, 1.2% active | AID 743398, 2014; in the data active = activation above about 30%, passing the limit was not always enough; inconclusive = no clear call, values can overlap the other calls;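 also: 0% = neutral control wells and 100% = positive control wells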
HTR5A inv ag – HTR5A inverse agonists in luminescence cell assay, primary screen, counter-screen for OPRM1-OPRD1 heterodimer inverse agonist project, full-deck HTS. 5-hydroxytryptamine receptor 5A (Homo sapiens), P47898. 340,000 tested, 0.083% active. HTR5A cell line, inverse agonism. inhibition, % at 9.3 µM; in the data active = inhibition mostly above about 23%, no sharp cut-off; inactive = mostly below about 18%;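 also: 0% = cells with DMSO and 100% = no-cell wells with DMSO; some compounds called inactive have numbers as strong as hits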
PvdQ inh – P. aeruginosa PvdQ acylase inhibitors, primary screen, biochemical, fluorescence, plate reader and imaging, single point. 340,000 tested, 0.063% active. PvdQ acylase [Pseudomonas aeruginosa LESB58]. inhibition, % at 10 µM. purified PvdQ acylase; in the data active = inhibition above about 30%, passing the limit was not always enough; inconclusive = no clear call, values can overlap the other calls;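 also: 0% = vehicle neutral wells and 100% = reference inhibitor wells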
dFosB act – activators of delta FosB homodimer, primary screen, biochemical, fluorescence polarization, TAMRA-CDK5 oligo, single point; purified delta FosB; percent of positive-control signal above neutral wells; AID 493131, 2011; activation, % at 25 µM; 340,000 tested, 0.99% active;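 active = mean activation above about 17%, with every replicate also reaching it, limit read from the data, passing the limit was not always enough; inconclusive = only one of the two conditions met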;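 also: fluorescence polarization rise as delta FosB binds a TAMRA Cdk5 AP-1 oligo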
Target sequence (P13346 whole entry, looked up): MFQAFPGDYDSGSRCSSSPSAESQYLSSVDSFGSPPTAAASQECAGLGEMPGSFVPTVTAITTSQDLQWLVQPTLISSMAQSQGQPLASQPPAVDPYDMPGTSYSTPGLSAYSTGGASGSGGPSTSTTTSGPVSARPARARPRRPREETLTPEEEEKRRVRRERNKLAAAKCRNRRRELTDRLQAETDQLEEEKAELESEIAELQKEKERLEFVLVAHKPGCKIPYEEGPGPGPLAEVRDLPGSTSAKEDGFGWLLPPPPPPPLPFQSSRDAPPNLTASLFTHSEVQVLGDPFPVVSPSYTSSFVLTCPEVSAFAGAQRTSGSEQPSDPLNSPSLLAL
NSD2 HMT inh – NSD2 histone methyltransferase inhibitors, primary screen, biochemical, AlphaScreen, single concentration, set 2 | Histone-lysine N-methyltransferase NSD2 (Homo sapiens), O96028 | NSD2 peptide methylation, 120 min | inhibition, % at 12.5 µM | 310,000 tested, 0.54% active | AID 743445, 2014; in the data active = inhibition above about 50%
V-ATPase pH – regulators of yeast V-ATPase proton pumping, primary screen, pHLuorin cytosolic pH fluorescence; response, % at 10 µM; AID 504577, 2011; 350,000 tested, 0.37% active; S. cerevisiae; in the data active = response mostly above about 7.3%, no sharp cut-off; inactive = mostly below about 5.4%; also: actives read high; inactives centre near 0; some compounds called inactive have numbers as strong as hits; reference of the scale not given here
MITF act – activators of MITF-driven TRPM1 promoter reporter, primary screen, cell-based, SK-MEL-5, luciferase, single point; 300,000 tested, 0.75% active; activation, % at 12.5 µM; SK-MEL-5 TRPM1-promoter luciferase, 24 h; % of positive control, neutral wells = 0;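 active = mean activation of at least 80% with every replicate also reaching 80%; inconclusive = mean reaches 80% but some replicate falls short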;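 also: 0% = neutral control wells and 100% = parthenolide positive control wells; values of inactives mirror those of a sister screen read the other way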
SR-BI DiI inh – inhibitors of SR-BI mediated HDL lipid uptake, primary screen, ldlA[mSR-BI] cells, fluorescence, single point; 320,000 tested, 0.96% active; ldlA[mSR-BI] CHO cells, DiI-HDL uptake fluorescence, 3 h; AID 488896, 2010; inhibition, % at 12.5 µM;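 active = mean replicate inhibition of at least 70% and a set share of replicates each scoring 70 or more; inconclusive = meets just one of the two criteria; inactive = fails both criteria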;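 also: 0% = median of neutral control wells and 100% = median of positive control wells; values of inactives mirror those of a sister screen read the other way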
CDK5 p35 inh – inhibitors of human CDK5/p35 kinase, primary screen, biochemical, single concentration. inhibition, % at 10 µM. 330,000 tested, 0.01% active. Cyclin-dependent kinase 5 (Homo sapiens) + Cyclin-dependent kinase 5 activator 1 (Homo …. AID 488839, 2010. Recombinant CDK5/p35, ADP-Glo luminescence, 60 min;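 active = highest replicate inhibition of at least 50% and at least 75% of replicates reaching 50%; inconclusive = only one of the two criteria met; inactive = both criteria failed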;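 also: plate controls were DMSO neutral control for no effect and GW8510 at 10 µM for full effect; many of its hits are not listed in these tables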
Target sequence (Q00535 whole entry, looked up): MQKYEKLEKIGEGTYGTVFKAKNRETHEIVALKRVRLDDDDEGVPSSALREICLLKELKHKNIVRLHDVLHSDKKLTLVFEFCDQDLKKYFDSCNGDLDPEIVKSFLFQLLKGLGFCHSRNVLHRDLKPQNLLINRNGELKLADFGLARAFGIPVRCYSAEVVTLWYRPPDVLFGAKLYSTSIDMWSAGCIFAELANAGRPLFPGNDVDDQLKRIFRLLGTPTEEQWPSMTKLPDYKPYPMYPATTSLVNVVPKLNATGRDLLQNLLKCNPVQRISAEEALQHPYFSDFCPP
Target sequence (Q15078 whole entry, looked up): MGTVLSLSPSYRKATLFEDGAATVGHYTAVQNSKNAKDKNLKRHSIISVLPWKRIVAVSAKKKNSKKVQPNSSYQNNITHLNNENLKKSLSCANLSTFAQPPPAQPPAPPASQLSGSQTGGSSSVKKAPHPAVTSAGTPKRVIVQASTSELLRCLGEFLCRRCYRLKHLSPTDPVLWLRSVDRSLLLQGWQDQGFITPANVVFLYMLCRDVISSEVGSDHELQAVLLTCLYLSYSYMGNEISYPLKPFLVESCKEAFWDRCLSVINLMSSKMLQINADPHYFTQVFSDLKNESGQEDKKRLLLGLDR
The depositor's hits bear a star; ? = inconclusive; . = no result given.

SMILES	HTR5A ag	Wnt act	HTR5A inv ag	PvdQ inh	dFosB act	NSD2 HMT inh	V-ATPase pH	MITF act	SR-BI DiI inh	CDK5 p35 inh
O=C(Nc1ccc2[nH]c(=O)[nH]c2c1)c1ccc(Cl)c(Cl)c1	.	-0.6	.	-7.5	4.2	-0.6	-0.6	-13.8	3.8	0.2
Cc1nc(CCNC(=O)Cc2ccc(F)cc2)cs1	8.5	-3.8	-4.9	-17.9	-1.0	.	0.0	2.7	-23.7	-0.1
CCCCn1c(N)c(N(C)C(=O)c2cccc(-n3cnnn3)c2)c(=O)[nH]c1=O	3.4	-3.3	-8.3	-8.8	-0.2	2.8	2.9	-2.0	-25.0	0.0
Nc1cc[n+](CC(=O)c2ccc3c(c2)OCCO3)cc1	2.7	-1.1	-7.2	-6.3	4.8	-0.6	0.2	-6.3	-0.5	1.7
O=C1CSC(c2cccnc2)N1c1ccccc1 (stereo not given)	-2.9	-2.6	2.1	-7.8	-1.8	-0.6	0.3	-10.6	-8.1	0.0
CC(=O)Nc1ccc(N/C=C/C(=O)c2ccccc2)cc1	-1.1	3.5	-3.7	-3.6	6.4	-6.9	0.4	.	-11.6	0.2
O=C1CCCc2nn(-c3ccccc3)nc21	-0.6	7.0	-4.8	3.7	2.5	-5.5	1.1	24.2	-4.0	6.6
CC(=O)Oc1c2occc2cc2ccc(=O)oc12	-7.3	2.9	23.9	7.8	-9.5	2.4	-2.5	-6.6	1.2	-1.1
O=C1CC2(CCN(C(=O)c3ccccc3[N+](=O)[O-])CC2)Oc2ccccc21	-0.1	-3.2	0.8	-9.5	-2.0	-0.5	-4.7	-1.8	-12.6	0.7
Cc1cccc(NS(=O)(=O)c2ccc(C(=O)N3CCN(c4ccccc4O)CC3)cc2)c1C	1.7	-3.2	-4.3	5.9	-8.5	-2.2	4.7	5.0	36.6	0.2
CC(C)=CCN1CCN(Cc2cccc3nonc23)CC1CCO (stereo not given)	.	-0.2	.	-10.1	-7.2	13.8	-1.6	-1.5	-7.4	-1.1
O=[N+]([O-])c1ccc(C[n+]2cccc3ccccc32)cc1	-1.5	-1.5	17.9	-16.1	-0.1	-1.0	-4.4	-4.3	-24.5	0.6
O=C(CSc1nnc(-c2ccc(F)cc2)c2ccccc12)Nc1ccccc1	-2.9	-10.3	21.1	-12.5	4.9	-1.3	0.6	15.3	37.6	0.1
CCCOc1ccc(-c2nc(N3CCN(C)CC3)c3ccccc3n2)cc1	2.3	46.0*	-8.5	-6.9	-1.0	15.7	2.6	124.5*	43.5	1.7
O=C1CC(NNc2ccccc2)C(=O)N1c1cccc(Cl)c1 (stereo not given)	0.0	.	0.1	16.9	0.3	5.1	-0.9	-4.0	-3.8	0.7
Cc1ccc(O)c(C(CC(=O)NCc2ccco2)c2ccccc2)c1 (stereo not given)	1.7	-0.1	-4.8	-9.0	-2.1	2.6	-0.8	-5.9	-16.0	0.6
CC1CCN(Cc2c(O)ccc3c(=O)c(-c4nc5ccccc5s4)c(N)oc23)CC1	-5.4	-0.2	14.3	4.3	2.4	0.8	-0.2	8.7	-11.5	-1.1
C=CCNc1nc2c(c(=O)[nH]c(=O)n2C)n1Cc1cccc(C)c1	-0.4	-0.9	1.1	-0.8	0.6	.	-1.3	.	9.1	-0.3
CCC(=O)Nc1ccc(NC(=O)/C=C/c2ccc(Cl)cc2)cc1	.	2.4	.	9.0	-0.7	2.7	0.7	11.0	8.8	-0.2
COc1ccc(N(CC(=O)NCc2ccco2)S(=O)(=O)c2ccc(OC)c(OC)c2)cc1	3.8	.	-34.0	-11.9	-11.2	-3.2	0.7	1.7	-8.1	-0.1
CCOC(=O)c1cccnc1SC(CC)C(=O)N1CCOCC1 (stereo not given)	0.2	0.2	2.5	-13.5	3.1	1.9	-1.2	-6.8	-14.8	-2.4
CCOc1cc(/C=C(\C(=O)O)c2ccc(S(=O)(=O)N3CCCC3)s2)ccc1OC	-6.7	1.5	16.7	0.9	4.3	-0.3	9.0	3.0	1.1	0.8
O=C(CSC1=NCCN1)Nc1cccc(C(F)(F)F)c1	22.9*	6.9	-57.0	-8.9	-4.5	.	0.5	-5.9	68.2	0.9
COc1ccccc1CCC(=O)Nc1ccc(S(=O)(=O)Nc2cc(C)nc(C)n2)cc1	4.3	0.7	5.4	-0.1	-0.8	-1.6	-6.0	-1.1	16.9	-0.9
C[C@H](NC(=O)OC(C)(C)C)c1nnc(SCC(=O)c2ccc(Cl)cc2)o1	-1.9	-2.5	-2.3	-14.1	-6.5	-3.7	-0.2	-6.7	12.3	0.7
CN(CC(=O)NCCc1ccccc1)S(=O)(=O)c1ccccc1	6.8	-1.6	-18.8	7.4	0.8	41.6	-0.5	3.6	-9.5	0.5
CC(C)(O)c1ccc2c(c1)CCC1C(C)(C(=O)O)CCCC21C (stereo not given)	-1.6	-1.3	-6.7	-0.4	3.3	.	-0.4	-0.6	-13.9	-1.7
CCOc1cccc(/C=N/Nc2ccc(S(=O)(=O)N(CC)CC)cn2)c1O	9.3	-1.9	-14.9	-10.0	-14.0	-2.8	5.9	-49.7	-3.2	1.4
Clc1ccc(CSc2ncn(-c3ccccc3)n2)cc1	-1.5	.	10.5	-11.3	4.0	-5.7	-1.1	16.5	-18.2	-3.2
Cc1ccc(CSc2nnc([C@@H]3CCCN3)o2)cc1	-3.7	.	1.9	-7.6	5.9	-0.1	7.5	.	-26.3	-0.6
CCOC(=O)C1CCCN(C(=O)c2cc(S(=O)(=O)N3CCCCC3)c[nH]2)C1 (stereo not given)	9.9	-1.5	-29.0	-4.8	0.0	.	-0.5	.	-13.1	-0.9
CCN(CC)c1ccc2c(cc1=O)[C@@H](NC)CCc1cc(OC)c(OC)c(OC)c1-2	-1.0	-3.0	3.5	-8.8	-5.6	4.8	0.4	-66.6	-0.7	-0.5
c1ccc(CSc2nnc([C@@H]3CCCN3)o2)cc1	-1.3	.	-37.6	-14.2	-0.6	2.5	-0.3	.	-8.0	-1.5
COc1ccc(/C=N/NC(=O)CCc2c(C)n[nH]c2C)cc1O	2.0	.	-5.6	12.5	5.9	6.5	0.9	.	17.3	2.6
N#CC1=C(SCC(=O)Nc2nccs2)NC(=O)CC1c1ccccc1 (stereo not given)	-0.9	-2.3	-1.2	-3.4	-2.0	-1.5	3.8	17.8	2.9	0.9
Cn1c2ccccc2c(=O)c2c(=O)n(C3CCCCC3)c(-c3cccs3)nc21	0.1	-2.0	6.2	-7.8	-51.2	0.2	0.5	-51.1	3.2	-1.0
COCCn1c(N)c(N(Cc2ccccc2)C(=O)C2CCCCC2)c(=O)[nH]c1=O	-7.3	-0.8	24.3	8.9	1.2	-5.7	10.4	25.6	-16.6	4.0
CCCOc1ccc(CCc2n[nH]c(=S)n2-c2ccccc2)cc1	-0.7	-1.4	1.9	-8.1	-20.5	0.9	7.0	-3.3	5.4	4.0
Cc1ccnc(NS(=O)(=O)c2ccc(NC(=O)c3ccc(S(=O)(=O)N4CC(C)OC(C)C4)cc3)cc2)n1 (stereo not given)	3.1	.	-10.4	6.6	-4.1	-1.8	0.1	11.3	19.5	0.8
CC1=NN(c2nc(-c3ccc(F)cc3)cs2)C(=O)C1	4.7	-4.5	-32.4	-18.9	-6.3	18.9	-2.2	13.5	4.2	-1.1
Cc1ccc(C(=O)Nc2ccc3ncccc3c2)cc1	1.7	21.9	-6.7	-4.1	-27.2	2.5	-0.7	-47.5	16.4	0.3
COc1cccc(C2C(C(=O)c3cc4ccccc4o3)=C(O)C(=O)N2c2cc(C)on2)c1 (stereo not given)	3.7	0.0	-15.0	0.8	-2.4	-2.7	-2.7	1.9	-14.9	1.8
O=C(CCCCCn1c(=S)[nH]c2ccc(N3CCOCC3)cc2c1=O)NCCc1ccccc1	14.9	2.9	-37.4	-3.4	-8.1	0.2	-1.4	3.0	14.6	-0.7
Cc1ccc(Nc2c(O)nc[nH]c2=O)cc1	-2.5	3.5	10.1	-7.4	1.9	3.9	0.9	12.7	6.4	-0.7
O=S(=O)(NC12CC3CC(CC(C3)C1)C2)c1ccc(F)cc1	-0.9	.	1.5	4.8	-1.7	-1.7	-2.0	-4.8	-22.1	0.2
CC1CCCCN1C(=O)CSc1nnc(-c2ccco2)n1CC1CCCO1 (stereo not given)	5.5	.	-29.9	13.8	-8.3	-1.8	0.9	10.1	10.0	-1.2
CC1CCN(S(=O)(=O)c2ccc(S(=O)(=O)NCc3ccco3)cc2)CC1	1.7	.	-11.3	-10.8	?	-1.2	2.4	-11.6	8.5	-0.2
CCS(=O)(=O)N1CCN(c2cccc(C)c2C)CC1	-2.2	.	-17.5	-7.2	1.5	-2.2	2.1	14.2	-3.9	0.8
COC(=O)c1c(NC(C)=O)csc1C	.	-0.6	.	-11.9	-9.3	-1.9	1.0	.	-5.1	0.1
CCOC(=O)c1c(NC(C)=O)sc2c1CCN(Cc1ccccc1)C2	9.4	-0.4	-28.5	-13.6	0.8	.	1.9	.	40.9	1.3
CC1CN(CCS(=O)(=O)c2cc(Cl)ccc2Cl)CC(C)O1 (stereo not given)	8.9	0.6	3.0	-10.1	-3.9	-2.2	-3.5	12.9	-10.5	1.3
CN(C)S(=O)(=O)N1CCN(CC(=O)Nc2cc(Cl)ccc2Cl)CC1	-1.3	.	12.7	-28.5	-5.6	-1.0	-3.2	0.5	-7.2	-1.4
COc1ccccc1NC(=O)COC(=O)c1ccccc1OCC(=O)Nc1ccc(SC(F)F)cc1	3.2	-4.9	-11.2	-5.0	1.7	-1.0	0.9	5.6	18.9	0.1
COc1ccc(CNC(=S)Nc2cccc(C)c2C)cc1	-1.9	.	-4.2	-7.6	-1.0	1.8	0.2	-1.8	-11.4	0.4
Cc1cc(NC(=O)c2ccc(F)c(S(=O)(=O)N3CCCCC3)c2)no1	1.9	-0.7	-1.2	-17.9	2.3	-4.1	-0.6	2.2	21.5	2.1
COc1cc(NC(=O)c2ccco2)c(OC)cc1NC(=O)CCC(=O)Nc1cc(C)cc(C)c1	1.1	-8.0	1.3	-9.9	1.5	0.9	0.8	.	41.7	0.4

Some of the entries so far, with two lines to a compound.
Below each compound – HTR5A ag, Wnt act, HTR5A inv ag, PvdQ inh, dFosB act, NSD2 HMT inh, V-ATPase pH, MITF act, SR-BI DiI inh, CDK5 p35 inh
COC(=O)c1c(NC(C)=O)csc1C
→ ., -0.6, ., -11.9, -9.3, -1.9, 1.0, ., -5.1, 0.1
COc1ccccc1NC(=O)COC(=O)c1ccccc1OCC(=O)Nc1ccc(SC(F)F)cc1
→ 3.2, -4.9, -11.2, -5.0, 1.7, -1.0, 0.9, 5.6, 18.9, 0.1
